KDM5B inhibitor – inhibitors of human KDM5B histone demethylase; KDM5B demethylase, FDH-coupled NADH fluorescence (FDH is formaldehyde dehydrogenase); AID 1347165; Potency, µM (top dose mostly 57.7 µM), for the others: at the highest dose activity change, negative = inhibition, usual class: inhibitors; Q9UGL1; 220,000 compounds, 2.6% hits; active means well fitted inhibition curve with a large enough effect; inconclusive means small, poorly fitted or top-dose-only effect; inactive means no such curve, though single readings can be large or run the other way; further: 0% is about no effect; nearly all actives have a fitted effect of over 70% in size
Target sequence (Q9UGL1 whole entry, looked up): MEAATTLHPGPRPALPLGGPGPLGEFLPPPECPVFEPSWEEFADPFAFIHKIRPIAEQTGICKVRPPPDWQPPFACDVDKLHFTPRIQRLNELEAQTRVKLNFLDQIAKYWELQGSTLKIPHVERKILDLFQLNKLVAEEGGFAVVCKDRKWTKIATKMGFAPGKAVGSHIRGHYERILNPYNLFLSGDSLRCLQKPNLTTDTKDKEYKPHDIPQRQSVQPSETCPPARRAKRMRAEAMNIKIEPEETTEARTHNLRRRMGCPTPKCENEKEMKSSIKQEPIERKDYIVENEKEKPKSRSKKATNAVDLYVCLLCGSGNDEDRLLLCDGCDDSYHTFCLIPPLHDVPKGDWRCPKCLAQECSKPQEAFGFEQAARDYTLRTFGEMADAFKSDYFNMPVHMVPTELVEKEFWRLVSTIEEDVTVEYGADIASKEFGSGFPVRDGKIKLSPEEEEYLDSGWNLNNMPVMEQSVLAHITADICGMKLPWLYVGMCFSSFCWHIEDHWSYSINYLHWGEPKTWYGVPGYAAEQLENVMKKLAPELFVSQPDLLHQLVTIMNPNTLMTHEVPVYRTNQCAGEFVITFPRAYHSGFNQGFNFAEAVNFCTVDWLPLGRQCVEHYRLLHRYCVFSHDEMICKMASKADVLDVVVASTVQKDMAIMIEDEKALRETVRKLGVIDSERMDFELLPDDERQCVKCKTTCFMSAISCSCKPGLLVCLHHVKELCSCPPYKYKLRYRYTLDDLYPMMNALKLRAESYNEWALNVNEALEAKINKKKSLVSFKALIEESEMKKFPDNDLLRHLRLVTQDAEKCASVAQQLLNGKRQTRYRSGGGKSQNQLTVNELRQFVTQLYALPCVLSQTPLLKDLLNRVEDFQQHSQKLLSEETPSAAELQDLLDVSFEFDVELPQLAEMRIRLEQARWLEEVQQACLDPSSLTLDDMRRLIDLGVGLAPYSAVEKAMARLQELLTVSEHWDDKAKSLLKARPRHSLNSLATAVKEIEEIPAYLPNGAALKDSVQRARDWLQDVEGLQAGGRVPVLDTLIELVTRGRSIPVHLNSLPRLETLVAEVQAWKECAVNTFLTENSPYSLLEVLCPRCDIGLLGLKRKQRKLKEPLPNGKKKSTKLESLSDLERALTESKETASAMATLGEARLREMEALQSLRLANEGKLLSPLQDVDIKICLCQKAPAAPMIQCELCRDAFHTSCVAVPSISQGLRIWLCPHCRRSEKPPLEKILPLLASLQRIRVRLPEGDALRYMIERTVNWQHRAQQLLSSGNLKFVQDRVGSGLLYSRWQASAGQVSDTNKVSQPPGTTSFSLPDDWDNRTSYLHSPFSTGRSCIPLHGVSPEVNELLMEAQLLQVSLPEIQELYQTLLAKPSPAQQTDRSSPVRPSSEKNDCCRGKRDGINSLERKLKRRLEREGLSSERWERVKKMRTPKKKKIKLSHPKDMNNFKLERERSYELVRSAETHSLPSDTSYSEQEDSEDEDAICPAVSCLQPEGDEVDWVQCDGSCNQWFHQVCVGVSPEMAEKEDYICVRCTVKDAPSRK
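Coupled FDH/NAD⁺ fluorescence readout. KDM5BΔAP 200 nM final; compound titration, 10 min RT preincubation; substrate mix 12.5 µM H3K4me3, 25 µM 2-OG, 50 µM Fe(II), 100 µM ascorbate, 0.25 mM NAD⁺, 0.25 U/mL FDH; ΔRFU over 30 min.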
Active calls of the source: *; i = inactive; ? = inconclusive; & = joins results of further samples; [ ] = dose if it differs, or a comment. Potency means the concentration at half of the fitted maximal effect.

mol | KDM5B inhibitor
CCOC(=O)c1c(C)c(CCC(=O)NCCN2CCCCCC2)c(C)n1C | 2.9%
Cc1ccc2c(C)nc(Nc3nc(C)c(Cc4ccccc4)c(=O)[nH]3)nc2c1 | 13.9%
Cc1ccc2[nH]c(=O)c3cc(C(=O)NCc4ccc(Cl)cc4)sc3c2c1 | -10.4%
Cn1cnc2c1c(=O)n(CCCSc1nnc(-c3ccc(C(C)(C)C)cc3)o1)c(=O)n2C | 0.5%
Cc1[nH]c2ccc(C(=O)N(Cc3ccc(F)cc3)C3CC3)cc2c1C | 6.3%
Cc1nc(N2CCCC2)ncc1C(=O)N1CCN(c2ccccc2F)CC1 | ?
CCC(=O)OCC(=O)Nc1ncc(C(F)(F)F)cc1Cl | -8.3%
O=c1[nH]c(=O)n(Cc2ccccc2)c2nc(-c3ccncc3)n(CC3CCCO3)c12 (stereo unspecified) | ?
O=S(=O)(Cc1ccccc1)NC[C@H]1Cn2c(-c3ccc(Cl)cc3)cnc2CO1 | -28.8%[86.2 µM]
Cc1[nH]c(C)c(S(=O)(=O)NCc2ccc(Cl)cc2)c1C(=O)N1CCCCC1 | -14.0%
Cc1ccc(Nc2c(-c3ccc(C)s3)nc3ncccn23)cc1 | 10.9%
COc1cc(OC)cc(C(=O)Nc2ccc(S(=O)(=O)Nc3cnc4ccccc4n3)cc2)c1 | ?
COC(=O)c1ccccc1NC1c2ccccc2C(=O)N1Cc1ccccc1Cl (stereo unspecified) | ?
CCOc1ccccc1NC(=O)CN1C(=O)C2(SCC(=O)N2c2cccc(F)c2)c2ccccc21 (stereo unspecified) | 7.9%&5.1%
Cc1ccc(-c2cnc(CCC(=O)N(C)Cc3ccc(C)o3)o2)cc1 | -19.9%
CCc1cccc(C)c1NC(=O)Cn1cnc2c1c(=O)n(C)c(=O)n2C | -6.2%&-11.5%
N#Cc1nc(-c2ccc(S(=O)(=O)N3CCCCCC3)cc2)oc1NCCCn1ccnc1 | 100.3%[activator]
O=C(COC(=O)c1ccc(S(=O)(=O)NCc2ccco2)cc1)c1ccccc1 | -14.9%
O=C(CSc1nnc(NC(=O)c2ccccc2)s1)NCC1CCCO1 (stereo unspecified) | -6.4%
Cc1ccc(NC(=O)Cn2c(=O)n(Cc3ccccc3)c(=O)c3c(C)c(C(=O)N(C)C)sc32)c(C)c1 | ?
O=[N+]([O-])c1c(N2CCCC(CO)C2)ccc2ncccc12 (stereo unspecified) | -2.5%
O=C(Cn1nnc2sc(-c3ccccc3)cc2c1=O)Nc1cccc(C(F)(F)F)c1 | -9.8%
COc1ccc(CNCC2COc3ccccc3O2)cc1 (stereo unspecified) | ?
COCc1cc(=O)[nH]c(/N=C(\N)Nc2c(F)cccc2F)n1 | ?
CCS(=O)(=O)N(C1CC1)C1CCOC2(CCN(C(=O)c3ccc(OC)cc3)CC2)C1 (stereo unspecified) | -11.6%

Other records follow.
mol | KDM5B inhibitor
CN(CC1(C)CCOCC1)C(=O)c1ccoc1 | 30.1%
COC[C@@H]1CN(Cc2ccc3c(c2)CCO3)C[C@H]1C(=O)N(C)C | 5.8%
CC(C)C[C@H]1COc2cc(Br)ccc2S(=O)(=O)N1Cc1cn(Cc2ccc(F)cc2)nn1 | 26.9%
COc1cccc(CN2CCOC3(CCN([S+](=O)([O-])c4ccccc4C)CC3)C2=O)c1 | 8.1%
Cn1cnc(S(=O)(=O)N2CCCC(C(=O)Nc3ccc(OC(F)(F)F)cc3)C2)c1 (stereo unspecified) | -7.3%
CCn1ccnc1CNC(=O)C1(N2C[C@@H](C)O[C@@H](C)C2)Cc2ccccc2C1 | 24.1%
Cc1nc(=O)[nH]c(C)c1CCC(=O)N[C@H](c1ccccn1)C1CC(O)C1 (stereo partly specified) | ?
CC(C)NC(=O)Nc1ccc2c(c1)N(C)C(=O)c1ccccc1S2 | -21.0%
Nc1c(C(=O)Nc2ccc(F)cc2)sc2nc(-c3cccs3)cc(C(F)(F)F)c12 | 13.8%
O/N=C/c1c(F)c(F)c(F)c(F)c1F | -15.2%
CSc1ccc(NC(=O)c2cc(-c3ccc[nH]3)n[nH]2)cc1 | -17.9%
CC(C)c1noc(-c2cccn3c(CNC(=O)C4CCCC4)nnc23)n1 | ?
COc1ccc(CCN2CC(C(=O)N3CCN(C(C)=O)CC3)CCC2=O)cc1 (stereo unspecified) | 16.0%
COC(=O)c1ccc(COC(=O)c2ccccc2CC#N)cc1 | 5.1%
COc1ccccc1NC(=O)c1c(C)cc(C)nc1SCC(=O)Nc1ccc(C)cc1 | -17.3%
O=C(c1ccc[nH]1)N1CCC(n2cc(-c3nc(C4CC4)no3)nn2)C1 (stereo unspecified) | -13.8%
CCc1ccc(C(=O)c2cn(CC(=O)Nc3ccc4c(c3)OCCO4)c3ccc(CC)cc3c2=O)cc1 | 9.6%
CCN1CCN(C(=O)Cn2cnc3c2c(=O)n(C)c(=O)n3C)CC1 | 16.6%
CCN(CC)S(=O)(=O)c1ccc(N2CCCC2)c(NS(=O)(=O)c2ccc(OC)cc2)c1 | -6.8%
COc1cccc(C(=O)Nc2ccc3nc(SCCOc4ccccc4)sc3c2)c1 | 45.2%[activator]
COc1ccc(C(=O)N2CCCC(C(=O)NCc3ccccc3)CCNC(=O)CC2)c(OC)n1 (stereo unspecified) | -0.6%
CCCN1CCC2(Cc3ccccc3CN(C(=O)C(C)C)C2)C1 (stereo unspecified) | -1.3%[149 µM]
O=C(COc1ccc(F)cc1)NC1CCN(c2cn[nH]c(=O)c2)CC1 | 9.0%
Cc1noc(C)c1S(=O)(=O)Nc1ccc(C(=O)Nc2ccc(Br)cc2)cc1 | 27.7%
CCCSc1nc(=O)c2c(n1C)NC(=O)CC2c1cccc(F)c1F (stereo unspecified) | -1.6%

Next section:
mol | KDM5B inhibitor
COc1cc(OC)cc(C(=O)NCC2CCCN(C(=O)c3oc(C)cc3C)C2)c1 (stereo unspecified) | -17.7%
Cc1ccc2nc(-c3cc(NC(=O)C(C)C)ccc3Cl)oc2c1 | -13.0%
Cn1nc(C(=O)Oc2cccc(Cl)c2Cl)c2ccccc2c1=O | ?
CCCS(=O)(=O)N1CCN(c2ccc(N3CCOCC3)nn2)CC1 | ?
O=C(CN1CCN(c2ccc(F)cc2)CC1)Nc1ncc2c(n1)CCCC2=O | 2.9%
CC1CCCC(C)N1C(=S)SCC(=O)O (stereo unspecified) | 10.4%
CN(C)S(=O)(=O)c1cccc(NC(=O)CSc2cccc3cccc(Cl)c23)c1 | -19.9%
Cc1noc(C)c1CSCC(=O)Nc1nc2c(F)cc(F)cc2s1 | -28.6%
Cc1ccc2nc(C3CCCN(Cc4ccc(C#N)cc4)C3)[nH]c(=O)c2c1 (stereo unspecified) | 5.2%
Cc1ccc(C)c(N2CCN(C(=O)c3ccc4c(c3)nc3n4CCCCC3)CC2)c1 | 8.2%
COc1ccc(-n2ncc3c(NC4CCCC4)ncnc32)cc1 | ?
CC1=C[C@@H](CN(C)CCc2ccccn2)[C@H](C(C)C)C[C@H]1Cc1nnc(-c2ccncc2)o1 | -7.8%
COc1ccc(-c2cc3c(=O)[nH]nc(SCC(=O)N4CCC(C)CC4)n3n2)cc1OC | 11.1%
Cc1ccc(OCc2nc(C3CN(C(=O)CCc4nc5ccccc5s4)C3)no2)cc1 | 3.6%
Cn1ccnc1C(NC(=O)COc1ccccc1F)c1ccccc1 (stereo unspecified) | 1.8%
O=S(=O)(c1ccc(F)c(F)c1)N1CCN(C23CC4CC(CC(C4)C2)C3)CC1 | 16.7%
CC(Sc1ncnc2nc[nH]c12)C(=O)NCc1ccc(Cl)c(Cl)c1 (stereo unspecified) | 11.4%
CC(C)NC(=O)N1CCC(O)(c2csc(CN3CCN(C)CC3)n2)CC1 | -21.9%[86.2 µM]
O=C(c1ccoc1)N1CCC2(CC1)CC(N(Cc1ccc(F)cc1)C1CC1)CCO2 (stereo unspecified) | -4.4%
Cc1cnn(CCC(=O)N[C@@H]2CN(Cc3cccnc3)C[C@H]2CN(C)C)c1 | -12.6%
CNCC(=O)NC1CCCN(c2ccc(C(F)(F)F)cn2)C1 (stereo unspecified) | 28.2µM*
O=C(c1ccccc1)N1CCC(Oc2ccccc2F)(C(=O)O)CC1 | 9.5%
O=C(CC1CCN(C(=O)c2cccs2)C1)NCc1ccccc1 (stereo unspecified) | 23.6%
C=C(C)C1CC=C(C)/C(=N\NC(=S)Nc2ccccc2)C1 (stereo unspecified) | 19.0%
Cc1c(CC(=O)NCc2ccccc2)c(=O)oc2cc(O)c(Cl)cc12 | i

A second format for part of the listing above.
> Cc1ccc(C)c(N2CCN(C(=O)c3ccc4c(c3)nc3n4CCCCC3)CC2)c1
  KDM5B inhibitor: 8.2%
> Cc1ccc2nc(-c3cc(NC(=O)C(C)C)ccc3Cl)oc2c1
  KDM5B inhibitor: -13.0%

The listing continues:
mol | KDM5B inhibitor
Cc1ccc(S(=O)(=O)N2CCC(C(=O)NCc3cnn(-c4ccccc4)c3)CC2)cc1 | 7.1%
COc1ccc(C(=O)OCCCN(C)C2CN(Cc3cn(Cc4ccc([N+](=O)[O-])cc4)nn3)S(=O)(=O)C2)cc1OC (stereo unspecified) | -10.0%
COc1ccc(CCNC(=O)C2CCN(S(=O)(=O)c3c(C)noc3/C=C/c3ccc(C)cc3)CC2)cc1OC | 16.0%
O=C(NCCN1CCOCC1)C1CCc2ncc(-c3ccc(F)cc3)n2C1 (stereo unspecified) | 5.0%
CN(C)C[C@@H]1CN(Cc2cccnc2)C[C@H]1NC(=O)C1(C)CCOCC1 | 11.7%
CC(C)C[C@@H](NC(=O)[C@@H]1C[C@@H](NC(=O)c2cnccn2)CCN1C(=O)COCC(=O)O)C(N)=O | -27.1%
Cc1cc2nc(COC(=O)c3ccc(NC(=O)c4ccc(F)cc4)cc3)cc(=O)n2o1 | 13.5%
C=CCn1c(SCC(=O)Nc2nc3ccccc3s2)nc(O)c(CC)c1=O | -18.3%
O=C(NNC(=O)c1cc(C(F)(F)F)cc(C(F)(F)F)c1)c1ccc(Cl)cc1 | 9.0%
CCCNC(=O)C(NC(=O)c1ccc(OC)cc1)C1CCN(C(=O)c2cccc(F)c2)CC1 (stereo unspecified) | 1.5%
CC1CCC(C(=O)Nc2ccc(Br)cc2)CC1 (stereo unspecified) | -2.9%
Cn1ncc2c(Sc3nnc(-c4ccccc4)n3-c3ccc(F)cc3F)ncnc21 | -3.2%
O=C(N[C@H]1CCN2C(=O)c3ccccc3NC(=O)[C@@H]2C1)C1CCCCC1 | ?
COCCn1ccc2c(OCC(=O)Nc3c(C)cc(C)cc3C)cccc2c1=O | -16.9%
Cc1ccc(NS(=O)(=O)c2ccc(CCC(=O)O)cc2)cc1S(=O)(=O)N1CCCCC1 | -1.1%
COCCCNC(=S)N/N=C/c1ccc(OC)c(Br)c1 | 2.1%
COc1ccc(CCNCc2c(C(=O)O)c(C)n(Cc3ccccc3C)c2C)c(OC)c1 | -27.9%
CCc1cccc(NC(=O)Cn2ccn3nc(-c4ccc(OC)c(OC)c4)cc3c2=O)c1 | -23.4%
CCc1cccc(C)c1NS(=O)(=O)c1cc2[nH]c(=O)c(=O)[nH]c2cc1C | ?
OC1(CNCc2cc(C(F)(F)F)ccc2F)CNCCOC1 (stereo unspecified) | 10.9%
CN1CCN(C(=O)c2cc(Br)cn2C)CC1 | 38.8%
CC(C)Oc1ccc(C(=O)Nc2cccc3cccnc23)cc1 | -14.1%
COc1cnc(CSc2ncccn2)cc1OCC(=O)N1CCc2ccccc21 | 5.1%
CN(c1ccccc1)c1ccc2nnc(-c3cc(C(=O)NC4CCC(O)CC4)ccn3)n2n1 (stereo unspecified) | -14.3%
CCNC(=O)CC1C(=O)N(c2ccc(F)cc2)C(=O)N1CCOC (stereo unspecified) | 13.6%

Shown with each value named: entries from further up
OC1(CNCc2cc(C(F)(F)F)ccc2F)CNCCOC1 (stereo unspecified)
  KDM5B inhibitor: 10.9%

CC(C)C[C@@H](NC(=O)[C@@H]1C[C@@H](NC(=O)c2cnccn2)CCN1C(=O)COCC(=O)O)C(N)=O
  KDM5B inhibitor: -27.1%

(next part)
mol | KDM5B inhibitor
Cc1ccc(C(=O)N2CCC(CCC(=O)NC3CCCCCC3)CC2)cc1 | -12.5%
Cc1ccc2c(CC(=O)Nc3cc(C(F)(F)F)ccc3Cl)coc2c1C | 21.0%
CCOc1cc(CNC(=O)c2cc(-c3ccccc3)n[nH]2)cc(OCC)c1OCC | 6.5%
CN(C)c1cc(C#N)ccn1 | -5.5%
Cc1ccc(S(=O)(=O)N(CC(=O)NCCc2ccc(Cl)cc2)c2ccccc2C)cc1 | ?
COc1ccc(-c2nc3cc(NC(=O)c4ccccc4OC)ccc3o2)cc1 | ?
COc1cccc(C(=O)N2CCC3(CC2)CCN(Cc2cccs2)c2ccccc2O3)c1 | ?
COc1ccc(Nc2nc(N3CCOCC3)c3nccnc3n2)cc1OC | -13.0%
CCc1nnc(NC(=O)c2cc(-c3ccccn3)nc3ccc(Br)cc23)s1 | ?
Cc1ccc(CNc2nc3ccc(C)cc3n3nnnc23)cc1 | 11.3%
CCCCn1nnc(NC(=O)c2cc3ccccc3cc2OC)n1 | ?
Cc1ccc(N2CCN(C(C(=O)O)c3cn(CC(=O)O)c4ccccc34)CC2)c(C)c1 (stereo unspecified) | -11.4%
CC(C)CCNC(=O)c1cc2ccccc2oc1=O | -1.0%
CN(Cc1ccccc1)C(=O)COc1ccc2c(C(F)(F)F)cc(=O)oc2c1 | ?

These rows are one share of the data; the hit share may differ from the screen's.
